TRHR agonist: activates the human TRH receptor. P34981. TRHR cells, calcium flux fluo-8, FDSS agonist mode. activation, % at 2 µM. actives 0.18% (n = 360,000); note: 0% is about no effect
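Read-out: compound-evoked intracellular calcium rise in TRHR cells, fluo-8 dye, kinetic FDSS fluorescence at 1 s/cycle following a 10-cycle baseline. Cells cultured overnight before dye loading (30 min–1.5 h, RT).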
TRHR PAM: allosteric enhancers of human TRH receptor | P34981 | enhancement, % at 2 µM | TRHR cells, fluo-8 calcium fluorescence, EC20 TRH enhancement | AID 493056 | actives 0.66% (n = 360,000); in the data active = enhancement above about 30%; note: 0% is about no effect
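Enhancer read-out: after compound pinning and an initial kinetic agonist-mode read, an EC20 of TRH (10 nM final) was injected and fluo-8 calcium signal (Ex 480/Em 530) followed at 1 s/cycle for 100 cycles in TRHR-expressing cells.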
D1 potentiator: human D1 dopamine receptor positive modulation. AID 504651. potentiation, % at 10 µM. HEK293 TREx D1 cells, calcium flux, dopamine EC20 potentiation. actives 0.036% (n = 360,000); in the data active = potentiation above about 30%; note: 0% is about no effect
Target sequence (P21728 whole entry, looked up): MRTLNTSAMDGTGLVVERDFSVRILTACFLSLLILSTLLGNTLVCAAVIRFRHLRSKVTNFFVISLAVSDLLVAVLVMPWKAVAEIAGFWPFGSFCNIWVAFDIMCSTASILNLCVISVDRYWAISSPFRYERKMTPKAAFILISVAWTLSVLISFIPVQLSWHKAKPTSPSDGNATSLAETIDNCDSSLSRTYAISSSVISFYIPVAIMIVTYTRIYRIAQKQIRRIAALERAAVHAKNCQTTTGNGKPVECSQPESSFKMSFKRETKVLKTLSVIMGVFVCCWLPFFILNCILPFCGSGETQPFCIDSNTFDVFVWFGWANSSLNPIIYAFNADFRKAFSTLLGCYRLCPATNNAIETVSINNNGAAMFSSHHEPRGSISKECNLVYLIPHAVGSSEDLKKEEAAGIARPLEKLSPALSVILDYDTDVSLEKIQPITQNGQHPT
D1 antag: antagonists of human D1 dopamine receptor; HEK293 TREx D1 cells, calcium flux, dopamine EC80; active compounds read low; AID 504652; P21728; actives 3.2% (n = 360,000); activity change, negative = inhibition, % at 10 µM; in the data active = activity change below about -30%; note: % is set by controls: 0 for no effect and ±100 for the full control effect
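Inducible Hek293 Trex D1 cells (tetracycline, overnight, 30 C). Calcium dye 30–90 min RT. Antagonist mode: EC80 dopamine added after 180 s compound read.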
D2 antagonist: antagonists of human D2 dopamine receptor | P14416 | HEK293 TREx D2 cells, calcium flux, dopamine EC80 | inhibition, % at 10 µM | actives 2% (n = 340,000) | AID 485344; in the data active = inhibition above about 30%; note: 0% is about no effect
Target sequence (P14416 whole entry, looked up): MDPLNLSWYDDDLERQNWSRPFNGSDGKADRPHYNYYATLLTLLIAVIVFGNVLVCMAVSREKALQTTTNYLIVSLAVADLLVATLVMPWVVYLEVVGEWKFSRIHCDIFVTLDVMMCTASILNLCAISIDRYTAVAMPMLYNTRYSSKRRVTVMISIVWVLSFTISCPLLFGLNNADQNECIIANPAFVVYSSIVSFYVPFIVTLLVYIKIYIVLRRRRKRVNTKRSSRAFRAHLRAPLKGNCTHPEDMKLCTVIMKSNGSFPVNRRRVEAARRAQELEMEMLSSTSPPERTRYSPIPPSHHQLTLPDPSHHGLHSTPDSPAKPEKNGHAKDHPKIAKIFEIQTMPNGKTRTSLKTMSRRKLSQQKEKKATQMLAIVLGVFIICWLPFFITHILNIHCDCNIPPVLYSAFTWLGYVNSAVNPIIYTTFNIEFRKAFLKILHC
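Dopamine at EC80 is the agonist stimulus; test compounds precede it by 180 s. Calcium flux read kinetically in a force-coupled, inducible HEK293 T-REx D2 cell line.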
RXFP1 antag: blocks the human relaxin receptor RXFP1. activity change, negative = inhibition, % at 57.5 µM. actives 0.59% (n = 350,000). HEK293-RXFP1, relaxin-stimulated cAMP HTRF, 30 min; active compounds read low. AID 1259400. Q9HBX9;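 active = activity change of -60% or lower, but not beyond a set lower limit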; note: % is set by controls: 0 for no effect and ±100 for the full control effect
D2 agonist: D2 dopamine receptor (human) agonism; activation, % at 2 µM; actives 0.53% (n = 340,000); HEK293 T-REx D2 cells, calcium flux agonist mode; P14416;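 active = activation over 3 SD above normal in the single-dose calcium agonist read, cut at about 30% in these data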; note: 0% is about no effect
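In this primary screen, compounds producing a positive calcium signal within 180 s of addition to tetracycline-induced, force-coupled HEK293 Trex D2 cells are flagged; cells are dye-loaded with a no-wash calcium kit beforehand.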
D2 PAM: positive allosteric modulators of human D2 dopamine receptor; P14416; HEK293 T-REx D2, calcium flux, EC20 dopamine potentiation; potentiation, % at 10 µM; actives 0.34% (n = 340,000); AID 485347;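 active = potentiation over 3 SD above the plate norm, cut at about 30% in these data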; note: 0% is about no effect
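Potentiation of an EC20 dopamine calcium response is measured in a force-coupled, tetracycline-inducible Hek293 Trex D2 line. Compound-only kinetic reads over 180 s flag agonists before dopamine addition.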
D1 ag: human D1 receptor agonism; HEK293 T-REx D1 cells, calcium flux, agonist mode; activation, % at 2 µM; actives 1% (n = 360,000); note: 0% is about no effect
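Agonism was scored from calcium flux recorded over 180 s (1 read/s) after pintool compound addition, following a 10-cycle baseline. Cells were inducible force-coupled HEK293 TREx D1, plated overnight at 30 C and loaded with no-wash calcium dye.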
Starred values were filed as active, the others as inactive; . = not tested or not shown. Cut-off read from the data, not from the text of the source, unless noted: active = activation above about 30%; inactive = the rest.

#	Molecule	TRHR agonist	TRHR PAM	D1 potentiator	D1 antag	D2 antagonist
1	COc1ccc(-n2c(SCc3ccc([N+](=O)[O-])cc3)nnc2-c2ccc(C)cc2)cc1	-0.9	0.7	-8.4	-19.5	-7.4
2	Cc1ccc(OCc2cc(C(=O)NC(C)Cc3cnccn3)no2)cc1C (stereo not drawn)	-0.3	0.3	4.7	-39.7*	.
3	COc1ccc(CCN=C(N)C(C)c2ccccc2)cc1OC (stereo not drawn)	0.1	-1.9	-2.7	0.8	-13.3
4	COC(=O)c1ccccc1NC(=O)Cn1c(SC)c(F)cnc1=O	-0.3	-2.2	-0.6	-6.3	-1.9
5	CC(NC(=O)c1ccco1)C(=O)N1CCCCC1 (stereo not drawn)	0.3	-3.5	-5.8	8.4	-2.3
6	O=C(COC(=O)/C=C/c1ccccc1)Nc1cc(C(F)(F)F)ccc1N1CCOCC1	-0.4	0.4	0.8	-1.1	0.8
7	COc1cc(NC(=O)C2=C(N3CCOCC3)/C(=C\c3ccc(Br)cc3)CC2)cc(OC)c1OC	-0.8	-4.6	-2.4	-5.3	2.8
8	CCOc1ccccc1NC(=O)C1CC2CCCC(C1)C2=O (stereo not drawn)	-0.1	7.2	-15.2	0.1	-3.7
9	O=C(NC1CC1)C1=C[C@H](c2ccc3c(c2)OCO3)C[C@H](OCc2ccc(CO)cc2)O1	-0.4	4.1	-2.4	-14.8	13.2
10	COc1ccc(OC)c(N)c1	-0.3	-5.5	4.1	7.7	-20.9
11	COc1ccc(C2C(C(=O)N3CC(C)CC(C)C3)c3ccccc3C(=O)N2C)cc1 (stereo not drawn)	1.5	14.3	-6.8	6.7	3.1
12	COC(=O)c1cc2occc2n1CC(=O)N(C)C1CCCCC1	-1.3	-4.0	1.4	-3.9	-6.1
13	O=C(CCc1nnc(C2(c3ccc(Cl)cc3)CCC2)o1)NCCCn1cccn1	0.2	-1.4	6.0	-9.8	5.0
14	CCN1C(=O)[C@H]2[C@@H](c3ccc(C)cc3)N3C(=O)N(c4cccc(F)c4)C(=O)[C@@]3(Cc3ccc(Cl)cc3)[C@H]2C1=O	0.7	-2.9	-3.5	-0.6	-7.8
15	Cc1ccc(CN2C(=O)CCC2C(=O)NCc2ccccc2Cl)cc1 (stereo not drawn)	2.2	-1.1	-5.9	-2.8	12.1

#	RXFP1 antag	D2 agonist	D2 PAM	D1 ag
1	-0.4	-1.5	-0.4	9.4
2	-2.8	.	.	3.3
3	-11.6	1.8	10.5	0.5
4	-4.1	-0.2	1.5	11.8
5	7.8	-1.2	3.3	5.3
6	-16.1	0.0	12.8	-0.1
7	-7.3	0.6	-12.7	1.4
8	0.2	0.0	12.6	3.2
9	.	0.2	-3.2	-3.6
10	-11.5	-1.0	-9.1	2.9
11	4.7	-0.1	12.5	0.5
12	-12.3	-0.4	-9.8	-0.3
13	-21.8	0.5	-3.7	0.6
14	.	1.6	-14.6	2.8
15	4.6	-0.3	0.0	2.5

(next part)
#	Molecule	TRHR agonist	TRHR PAM	D1 potentiator	D1 antag	D2 antagonist
16	COc1cc2c(cc1OC)-c1nnc(-c3cccs3)n1C1(CCCC1)C2	0.3	-5.3	-0.1	-1.4	-1.4
17	COc1cc(NC(=O)N2CCC(CN3CCCCCC3)CC2)cc(OC)c1OC	0.3	0.6	5.3	-8.3	.
18	CCOC(=O)c1ccc(NC(=O)C(Cc2ccccc2)NS(=O)(=O)c2ccc(Br)s2)cc1 (stereo not drawn)	2.4	7.4	1.8	-6.7	.
19	NCC[C@H](O)C(=O)N[C@@H]1C[C@H](N)[C@@H](O[C@H]2O[C@H](CN)[C@@H](O)[C@H](O)[C@H]2O)[C@H](O)[C@H]1O[C@H]1O[C@H](CO)[C@@H](O)[C@H](N)[C@H]1O	-0.3	6.8	4.3	5.6	16.7
20	C=CCn1c(SCC(=O)Nc2ccc(Cl)cn2)nnc1C1CC1	1.9	-2.9	-19.7	-1.2	4.7
21	Cc1ccc(-n2c(O)c(C=NCc3ccccn3)c3ccccc3c2=O)cc1C	1.1	-9.4	-7.8	-5.6	17.5
22	Cc1ccc(CNS(=O)(=O)c2ccc(C(C)(C)C)cc2)n1C	0.1	0.6	-17.9	-30.6*	11.4
23	Cc1ccc(NS(=O)(=O)c2cn(C)c(C)n2)c(Br)c1	0.3	6.3	0.8	18.8	.
24	Cc1ccc(C)c(S(=O)(=O)Nc2ccc(C(=O)NCCCN3CCOCC3)cc2)c1	0.0	1.0	4.5	10.9	-16.9
25	CN1C(=S)SC(/[N+]([O-])=C\c2ccc(Cl)cc2)C1(C)C (stereo not drawn)	0.6	8.7	-1.7	-8.0	-0.4
26	Cc1nnc(NC(=O)c2sc3nc(-c4cccs4)cc(C(F)(F)F)c3c2N)s1	51.7*	2.1	-2.4	-30.1*	2.1
27	Cc1ccc2cc3cc(C(=O)N4CCN(c5ccccc5)CC4)sc3nc2c1	-0.6	15.8	2.4	-8.2	.
28	Cc1cc(Nc2c(C#N)c(N)nn2C)ccc1F	0.3	-4.8	-2.9	13.2	-6.7
29	CCN(CC)C(=O)Cn1c(=O)n(-c2ccc(Cl)cc2)c(=O)c2c3c(sc21)CCCCC3	-0.4	-0.8	0.4	5.7	.
30	CCOC(=O)C1=NNC(C(=O)c2ccc(Cl)cc2)C1c1ccccc1 (stereo not drawn)	-0.6	-6.4	1.9	5.7	-3.2

#	RXFP1 antag	D2 agonist	D2 PAM	D1 ag
16	-11.3	-0.9	-11.0	-1.5
17	2.8	0.8	-1.2	-0.9
18	-4.7	0.6	14.8	2.2
19	.	1.6	3.5	-0.1
20	3.1	-0.1	4.5	1.3
21	19.6	0.2	-7.7	4.2
22	11.6	-0.1	-1.5	2.9
23	.	1.0	-3.5	-1.8
24	-5.1	0.6	2.4	1.5
25	9.7	0.3	-2.7	1.6
26	-15.1	27.8	20.7	361.2*
27	.	0.5	-0.6	1.8
28	-2.2	3.1	-11.2	4.6
29	.	-0.5	-1.4	0.2
30	-20.7	0.7	-4.2	0.8

The list continues:
#	Molecule	TRHR agonist	TRHR PAM	D1 potentiator	D1 antag	D2 antagonist
31	COc1cccc(C2c3[nH]c4ccccc4c3CCN2C(=O)Cn2cncn2)c1OC (stereo not drawn)	1.1	4.2	-3.5	4.6	-28.6
32	Cn1ncc([N+](=O)[O-])c1C(=O)Nc1nc2ccccc2n1CCN1CCCCC1	-0.3	3.8	0.8	-5.0	-3.0
33	O=C(Nc1nc(-c2ccc(Cl)cc2)cs1)C1CCCO1 (stereo not drawn)	-0.2	1.4	-6.7	-7.7	-14.6
34	CC(C)C(=O)NCC(c1ccc2c(c1)OCO2)N1CCN(c2ccccc2)CC1 (stereo not drawn)	0.2	-1.2	0.1	0.4	.
35	Cc1ccc(CN2CCN(CC(=O)NC(C)c3ccc4c(c3)OCCO4)C2=O)cc1 (stereo not drawn)	0.2	-6.3	.	-11.1	0.2
36	CCOc1ccc(CCNC(=O)CCCc2nnc3n(CC)c(=O)c4sccc4n23)cc1	0.0	-1.9	-2.2	2.1	.
37	Cc1ccc2c(c1)N(C(=O)Nc1ccc(Br)cc1F)CCO2	0.3	-2.6	-1.6	-6.8	.
38	CNC(=S)Nc1ccc(OC)c(OC)c1	-1.0	3.6	-5.5	-11.4	29.8
39	O=C(O)c1cccc(Cn2c(Cl)c(/C=N/NC(=O)c3ccco3)sc2=O)c1	0.2	-4.9	-18.2	-14.0	9.0
40	CCOc1ccc(-n2ccc(=O)c(C(=O)Nc3ccc(S(=O)(=O)Nc4ncccn4)cc3)n2)cc1	0.5	3.6	2.5	4.2	-0.1
41	C=CCn1c(SCC(=O)Nc2c(C)nn(Cc3ccccc3)c2C)nnc1C(O)c1ccccc1 (stereo not drawn)	-0.2	9.7	-4.5	-4.2	-10.8
42	CN(C)CCCN(Cc1cc2cc3c(cc2[nH]c1=O)OCO3)C(=S)Nc1ccccc1	-0.1	-3.9	0.8	0.8	-3.1
43	CCOC(=O)c1cc2c(ccc3ccccc32)oc1=O	-2.2	0.9	5.5	-2.5	8.2
44	O=C(CCCc1nc(-c2ccccc2Cl)no1)NC1CCCC1	0.0	2.3	-0.7	8.2	.
45	COc1ccccc1CNC(=O)C1CCCCN1S(=O)(=O)c1ccccc1 (stereo not drawn)	0.0	7.2	-5.2	5.2	-10.3

#	RXFP1 antag	D2 agonist	D2 PAM	D1 ag
31	-1.1	1.0	3.4	7.5
32	-18.7	0.0	-3.6	0.1
33	-26.0	2.0	3.6	-0.6
34	-0.5	0.5	-11.3	0.5
35	.	-0.2	-6.0	44.4*
36	2.1	-0.2	2.3	0.7
37	-7.2	0.3	2.8	-0.8
38	10.1	-1.5	-1.6	1.9
39	2.5	0.3	8.6	2.9
40	-8.3	1.2	7.8	1.3
41	-8.0	-2.2	6.9	4.0
42	-3.7	0.2	1.7	1.7
43	-4.0	-0.7	-0.9	-0.6
44	-3.6	.	.	2.2
45	-5.3	5.1	.	-1.0

Three entries out of the list, arranged by length of the SMILES, rising:
#	Molecule	TRHR agonist	TRHR PAM	D1 potentiator	D1 antag	D2 antagonist
44	O=C(CCCc1nc(-c2ccccc2Cl)no1)NC1CCCC1	0.0	2.3	-0.7	8.2	.
34	CC(C)C(=O)NCC(c1ccc2c(c1)OCO2)N1CCN(c2ccccc2)CC1 (stereo not drawn)	0.2	-1.2	0.1	0.4	.
39	O=C(O)c1cccc(Cn2c(Cl)c(/C=N/NC(=O)c3ccco3)sc2=O)c1	0.2	-4.9	-18.2	-14.0	9.0

#	RXFP1 antag	D2 agonist	D2 PAM	D1 ag
44	-3.6	.	.	2.2
34	-0.5	0.5	-11.3	0.5
39	2.5	0.3	8.6	2.9

(listing goes on)
#	Molecule	TRHR agonist	TRHR PAM	D1 potentiator	D1 antag	D2 antagonist
46	O=C(Nc1cccc(S(=O)(=O)N2CCCCC2)c1)C1CC(=O)N(Cc2ccco2)C1 (stereo not drawn)	-0.3	-5.4	4.5	2.5	-9.2
47	CC(=O)N1CCCc2cc(S(=O)(=O)N3CCN(c4ccc(F)cc4)CC3)ccc21	0.0	0.8	-3.6	-5.9	.
48	Cn1cnc([N+](=O)[O-])c1SCCO	0.1	0.2	-8.0	2.4	23.2
49	Cc1ccccc1OC(C)C(=O)NCc1cccnc1 (stereo not drawn)	-0.2	4.1	5.2	6.5	.
50	O=C(OCc1nnc(-c2ccccc2)o1)c1cccc(S(=O)(=O)N2CCOCC2)c1	-0.4	2.2	-6.5	-10.4	-2.8
51	Cc1cccc(C(=O)Nc2ccc(N3CCN(c4ccc(C(F)(F)F)cn4)CC3)nc2)c1	2.2	3.5	-3.5	4.1	-0.9
52	COC(=O)CC1(C(=O)OC)Oc2ccc(Br)cc2C(=O)N1c1ccc(Br)cc1Cl (stereo not drawn)	-0.3	-1.8	-4.2	4.2	6.9
53	O=C(COc1cc(Cl)c(Cl)cc1Cl)Nc1ccncc1	-0.9	1.9	4.8	-30.0*	0.8

#	RXFP1 antag	D2 agonist	D2 PAM	D1 ag
46	1.8	3.4	-6.0	1.8
47	-4.1	0.9	-8.5	3.6
48	25.9	0.5	-9.2	3.3
49	16.4	.	14.5	3.1
50	-15.6	0.2	1.4	3.0
51	-6.4	1.0	10.1	5.3
52	-16.2	0.0	-1.8	3.2
53	-5.7	-1.3	-5.5	-1.4

Screening results (PubChem)
